# Screening data (PubChem)
# ABCB6 inh MLPCN: ABCB6 transporter inhibitors, primary screen, K562-ABCB6 cells, flow cytometry, MLPCN library; K562-ABCB6 porphyrin accumulation, 1 h; active compounds read low; fluorescence ratio to DMSO, % at 10 µM; 0.19% of 360,000 active; AID 602162, 2011;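 active = fluorescence ratio to DMSO below 75%, the collection mean minus 3 SD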;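 also: signal is porphyrin accumulated inside mitochondria; 100% equals median channel fluorescence of DMSO control wells; lower ratio means ABCB6 inhibition with less porphyrin fluorescence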
# Target sequence (Q9NP58 whole entry, looked up): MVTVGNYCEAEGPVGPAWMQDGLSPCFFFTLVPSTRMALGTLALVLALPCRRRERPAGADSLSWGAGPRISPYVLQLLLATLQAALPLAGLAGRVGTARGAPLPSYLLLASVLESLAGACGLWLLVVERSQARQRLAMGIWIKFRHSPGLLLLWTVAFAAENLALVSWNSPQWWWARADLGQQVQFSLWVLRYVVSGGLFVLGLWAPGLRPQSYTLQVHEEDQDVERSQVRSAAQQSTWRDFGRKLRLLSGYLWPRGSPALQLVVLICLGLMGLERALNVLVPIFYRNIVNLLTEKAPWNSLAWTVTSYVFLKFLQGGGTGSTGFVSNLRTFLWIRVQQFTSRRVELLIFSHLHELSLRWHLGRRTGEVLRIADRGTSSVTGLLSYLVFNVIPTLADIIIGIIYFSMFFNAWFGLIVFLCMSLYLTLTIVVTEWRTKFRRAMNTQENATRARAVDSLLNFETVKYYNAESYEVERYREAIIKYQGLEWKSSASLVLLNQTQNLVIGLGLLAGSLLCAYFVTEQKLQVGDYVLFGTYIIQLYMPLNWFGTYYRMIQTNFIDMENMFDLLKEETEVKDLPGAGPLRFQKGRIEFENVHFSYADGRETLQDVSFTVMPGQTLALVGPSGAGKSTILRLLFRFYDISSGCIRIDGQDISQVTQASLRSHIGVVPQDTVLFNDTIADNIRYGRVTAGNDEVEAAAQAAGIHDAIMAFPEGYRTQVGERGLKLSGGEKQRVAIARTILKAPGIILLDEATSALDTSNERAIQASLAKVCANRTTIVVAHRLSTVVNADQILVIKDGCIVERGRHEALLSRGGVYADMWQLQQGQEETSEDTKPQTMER
# MC4R antagonist: MC4R antagonists of cAMP signaling, primary screen, cell-based, TR-FRET, antagonist arm of biased-ligand search; MC4R-expressing cells, MTII-stimulated cAMP, LANCE TR-FRET; inhibition, % at 6.5 µM; 0.48% of 360,000 active; AID 540295, 2011;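 active = inhibition above its plate's cutoff, the mean of tested wells on that plate plus 3 SD, cut at about 29% in these data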;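 also: 0% = Melanotan II alone and 100% = Melanotan II plus saturating MCL0020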
#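 Assay system: U2OS-MC4R stable cell line; Also added: Melanotan II; Technique: Eu-cAMP/anti-cAMP TR-FRET, emission 671 nm; Times: 30-min compound, 1-h challenge, 1-h detection, room temperature.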
# H9c2 protect: cardioprotection against H2O2-induced cell death, primary screen, uHTS, H9c2 cells, ATPLite luminescence; H9c2 cardiomyocytes, H2O2 injury protection, 2 h; protection from H2O2 cell death, % at 20 µM; 0.63% of 360,000 active; AID 588492, 2011;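 active = compounds giving at least 50% protection of heart cells from peroxide-induced death in the single-dose screen, raw or plate-pattern-corrected value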;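 also: 0% = DMSO wells with peroxide and 100% = DMSO wells without peroxide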
# aDG glyco act: activators of alpha-DG glycosylation, primary screen, uHTS, Pro5-aDG cells, AlphaScreen; alpha-DG glycosylation AlphaScreen (IIH6); 0% Pro5, 100% B10-LARGE cell signal; 0.22% of 360,000 active; activation, % at 10 µM;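 active = activation of at least 8% versus controls, or a plate z-score of at least 8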;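 also: Pro5 are CHO cells carrying HIG-tagged alpha-DG that lacks glycosylation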
# N-glyco inh: increase of ERlucT glycosylation luciferase signal, primary screen, N-linked glycosylation inhibitor project, D54 ERlucT cells, luminescence, set 2 | D54 ERlucT glycosylation luciferase reporter, 24 h; percent of 100 nM tunicamycin response | reporter increase, % at 12.5 µM | 0.23% of 360,000 active | AID 588692, 2011;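 active = mean luciferase reporter signal, scaled so untreated is 0 and the glycosylation-blocking control 100, at or above a set limit in every replicate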;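 also: luciferase carries N-glycosylation sites so blocking glycosylation raises the light; 0% = median of neutral control wells and 100% = median of 100 nM tunicamycin wells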
# MC4R barr agon: MC4R agonists recruiting beta-arrestin, primary screen, cell-based, luminescence, agonist arm of biased-ligand search; 0.98% of 360,000 active; Melanocortin receptor 4 (Homo sapiens), P32245; activation, % at 8.9 µM; AID 540308, 2011; U2OS MC4R beta-arrestin complementation; percent of melanotan II response, DMSO zero;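 active = activation above a per-plate cutoff, the mean activation of sample wells on that plate plus 3 SD, cut at about 8% in these data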
# ABHD5 PLIN5 PPI: ABHD5-PLIN5 interaction inhibitors, primary screen, cell lysate, split luciferase complementation, luminescence. Perilipin-5 (Homo sapiens) + 1-acylglycerol-3-phosphate O-acyltransferase ABHD5 (Homo …. Split G. princeps luciferase complementation, 4 h. inhibition, % at 4 µM. 0.78% of 360,000 active. AID 602281, 2012;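 active = inhibition above the mean inhibition across every tested compound plus 3 SD, cut at about 22% in these data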;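 also: 0% = DMSO only wells and the 100% control is not disclosed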
# m5-HT2A agonist: mouse Htr2a agonists via beta-arrestin recruitment, primary screen, cell-based, luminescence; 5-hydroxytryptamine receptor 2A (Mus musculus), P35363; CHO-K1 mHTR2A beta-arrestin complementation; percent of 30 µM serotonin response; activation, % at 7.6 µM; 0.66% of 360,000 active; AID 624169, 2012;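 active = activation above a run cutoff, the mean activation of all tested compounds plus 3 SD, cut at about 14% in these data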;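 also: 0% = plate median of compound wells and 100% = 30 µM serotonin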
# iPSC survival up: enhancers of single-cell hiPSC survival, primary screen, ATPlite luminescence | 100% = ROCK inhibitor wells, 0% = DMSO | AID 602274, 2012 | 0.044% of 360,000 active | survival enhancement, % at 20 µM; in the data active = survival enhancement above about 18%;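 also: cells exposed to compounds for 16 hours before the ATP read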
# Granule exo inh: LAMP-1 surface exposure blockers, TALL-104 cells – cell-based, flow cytometry, MLPCN library, primary screen. TALL-104 LAMP-1 surface exposure; cells stimulated with thapsigargin and PMA. AID 651702, 2012. 0.66% of 360,000 active. inhibition, % at 10 µM;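 active = inhibition above about 55%, limit read from the data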
# Starred values were filed as active, the others as inactive; . = no result given; & = joins results of further samples.
SMILES,ABCB6 inh MLPCN,MC4R antagonist,H9c2 protect,aDG glyco act,N-glyco inh,MC4R barr agon,ABHD5 PLIN5 PPI,m5-HT2A agonist,iPSC survival up,Granule exo inh
CCOCCCNC(=O)CN1CCN(S(=O)(=O)c2ccc3c(c2)CCC3)CC1,97,-2,4,0.2,2,-1.3,9,1,-0.2,0
Cc1cc(C)cc(NC(=O)C(=O)NCCCN2CCOCC2)c1,105,-13,-8,0.1,1,1.0,0,-1,3.1,-3
C[C@H]1CN([C@@H](C)CO)C(=O)CCCn2nncc2CO[C@H]1CN(C)S(=O)(=O)c1cccc(F)c1,102,10,1,0.1,1,-0.9,-8,0,3.4,-2
COc1ccc(N2CCN(C(=O)c3[nH]c4ccc(OC)cc4c3C)CC2)cc1,96,-1,-1,-0.1,1,-2.4,-6,1,0.0,19
Cc1cccc(C(=O)NC2CCN(S(=O)(=O)c3ccc(F)cc3)CC2)c1,94,7,-1,-0.1,1,1.8,-4,2,0.2,-6
CCO[C@H]1OC(C(=O)NCc2ccccc2)=C[C@@H](C2CCCCC2)[C@@H]1CCCO,95,12,-1,0.4,-2,3.0,2,2,0.1,6
Cc1ccc2oc(C(=O)Nc3cc(C)on3)c(C)c2c1,98,8,-13,1.4,-3,-0.2,-4,3,-2.0,-6
Cc1ccccc1NC(=O)c1cc(S(=O)(=O)N2CCOCC2)cs1,105,18,-2,0.3,-2,0.1,0,1,2.4,-1
COc1cc2[nH]c(=S)nc(NCCc3ccc(C)cc3)c2cc1OC,95,0,-11,4.0,-4,3.2,-1,-7,-2.0,1
O=C(c1ccc(Cl)cc1)N(Cc1ccco1)C1CCS(=O)(=O)C1 (stereo not drawn),100,5,6,0.0,1,0.4,-10,-8,-3.2,-2
CCCN(CC(=O)Nc1ccccc1C)C(=O)C1CC(=O)N(Cc2ccccc2)C1 (stereo not drawn),99,6,-3,0.0,1,-1.3,-2,-2,-0.4,1
COc1ccc(-n2c(Cc3cccn3C)nnc2SCC(=O)Nc2ccccc2)cc1,100,3,6,0.0,0,-0.7,1,-3,0.7,-2
NS(=O)(=O)c1ccc(NC(=O)Cc2cccs2)cc1,100,-3,6,0.2,-1,0.3,-4,0,1.0,-2
CC(C)C(=O)N1CCC1(C)C(=O)NCc1ccc(C(C)(C)C)cc1 (stereo not drawn),96,12,5,0.2,1,-1.2,2,0,-2.4,7
Cc1ccc(C2OCC3(CO2)COC(c2ccc(C)cc2)OC3)cc1 (stereo not drawn),79,1,16,0.4,2,-2.6,-5,2,-0.6,2
Cc1ccc(C)c2[nH]c(=O)c(CCNC(=O)c3cccs3)cc12,98,17,5,0.1,2,-1.2,-10,0,-0.7,-2
O=C(O)C1CSC2(c3ccc4c(c3)OCCO4)CCC(=O)N12 (stereo not drawn),87,14,-8,-0.1,3,-0.7,4,2,1.6,0
N#C/C(=C\c1cccc(O)c1)C(=O)N1CCCCC1,96,0,5,0.1,1,-2.1,17,3,1.0,0
O=C(NNc1nc(-c2ccccc2)c2cc(Br)ccc2n1)c1ccc(S(=O)(=O)N2CCOCC2)cc1,99,4,-4,-0.1,-1,-0.4,6,1,1.6,0
COc1ccc(/C=C/C(=O)N2CCN(c3ccccn3)CC2)cc1,95,-6,0,0.3,-1,-3.3,-2,6,0.1,-2
O=C(Oc1ccc(/C=N/O)cc1)c1ccccc1,95,-8,-4,-0.3,1,-2.4,-3,-6,-0.5,3
O=[N+]([O-])c1ccc(Cc2nnc(-c3ccc(F)cc3)o2)cc1,97,3,1,0.0,2,-1.0,1,4,-0.1,-1
CCN(CC)C(=O)c1cc2c(=O)c3cc(Cl)ccc3oc2nc1C,103,-8,-2,-0.3,2,-1.5,3,-1,0.7,1
CCN(CC)c1ccc(C(=O)OCc2cc(=O)oc3cc(O)ccc23)cc1,92,0,24,-0.4,-1,7.8,0,-1,0.6,-3
CC(=O)Nc1sc(-c2ccccc2)nc1-c1ccccc1,100,-1,-1,-0.2,0,-1.7,5,3,-0.9,-3
CCCNC(=O)c1cc2c(c(-c3cccc(-c4cc5ccccc5o4)c3)n1)[C@@H](CCO)N(C(=O)NC(C)C)C2,92,.,.,1.0,.,.,6,2,-1.3,8
O=C(CSC1=NCCN1)Nc1ccccc1[N+](=O)[O-],88,-6,0,-0.1,1,1.2,-4,3,2.8,-1
CCCCC(CC)CNC(=O)CCCCn1c(=O)[nH]c2ccsc2c1=O (stereo not drawn),90,-5,-3,0.2,1,-3.3,0,16*,-0.3,-2
CCc1noc(C)c1C(=O)Nc1ccc(C(F)(F)F)cc1,98,10,-8,-0.1,1,-0.9,3,3,-0.6,7
COc1ccc(CCNC(=O)CCC2COc3ccccc3O2)cc1OC (stereo not drawn),98,-3,1,-0.3,1,-0.9,3,3,-0.8,2
CCc1ccc(C(=O)N/N=C/c2cccc3ccccc23)nc1,105,3,-6,0.0,1,-1.5,2,-8,-2.9,-6
Fc1ccc(SCCc2ccccn2)cc1,98&123,4&9,1&1,0.0&0.2,1&1,0.6&-0.5,14&-6,-1&-3,0.2&-1.0,-1&-7
CCn1cc(C(=O)OCC(=O)NCc2ccccc2Cl)c(=O)c2ccc(C)nc21,97,7,4,-0.3,2,-1.3,-3,0,0.7,0
CSc1ccc(CN2CCC2(C)C(=O)NC2CCN(Cc3ccccc3)CC2)cc1 (stereo not drawn),87,6,6,0.1,-2,-0.9,-5,-9,1.2,-3
O=C(O)CCC1OC(=O)C(O)=C1c1ccccc1 (stereo not drawn),98,5,2,0.2,1,-0.7,2,1,4.9,-1
CCCn1nc(NS(C)(=O)=O)c2cc3cccc(C)c3nc21,97,9,1,-0.1,0,-1.9,-2,-3,-0.2,0
Nn1c(C2CCCCC2)nc2ccccc2c1=O,100,5,-1,0.0,-2,1.9,-8,8,-0.5,-3
CC(C)(C)c1ccc(S(=O)(=O)NCc2ccc(C(=O)NCC3CCCO3)cc2)cc1 (stereo not drawn),102,16,2,0.3,3,-0.8,-4,-2,0.0,-15
CC(=O)C1=CCC(c2ccc(C)cc2)N(S(=O)(=O)c2ccc(C)cc2)C1 (stereo not drawn),101,.,-3,0.4,0,.,-4,-5,1.2,29
CC(=O)NC1CC2CCCC(C1)N2CC(=O)N1CCCc2ccccc21 (stereo not drawn),94,-2,1,-0.1,1,-1.5,4,0,-1.1,-2
Cc1cc(NC(=O)C2CC(=O)N(c3ccccc3Cl)C2)no1 (stereo not drawn),103,2,3,0.0,1,-0.9,5,1,0.4,9
COc1ccc(NC(=O)/C=C/c2ccc(F)cc2)cn1,98,0,1,0.3,1,-0.8,2,-1,2.7,-1
O=C(Nc1cccc(-c2nc3cccnc3s2)c1)C1c2ccccc2Oc2ccccc21,96,2,12,-0.3,7,10*,4,5,3.3,1
CC(C)C[C@@H](CN)NC(=O)c1nc[nH]c1C(=O)N[C@@H](CC(C)C)C(=O)CNC[C@H](C)NC(=O)c1nc[nH]c1C(=O)N[C@@H](CC(C)C)C(=O)O,97,-1,5,0.1,4,0.3,-1,-1,1.5,1
O=C(c1ccco1)N1CCN(C2CN(Cc3ccccc3)S(=O)(=O)C2)CC1 (stereo not drawn),94,.,0,-0.3,0,.,-7,0,0.5,-1
CCOc1ccc(S(=O)(=O)N(C)CC(=O)NCc2ccc3c(c2)OCO3)cc1,94,3,7,0.2,-3,-3.1,-4,3,-0.4,2

# Ordered by molecular weight (lowest first): part of the list above.
SMILES,ABCB6 inh MLPCN,MC4R antagonist,H9c2 protect,aDG glyco act,N-glyco inh,MC4R barr agon,ABHD5 PLIN5 PPI,m5-HT2A agonist,iPSC survival up,Granule exo inh
Fc1ccc(SCCc2ccccn2)cc1,98&123,4&9,1&1,0.0&0.2,1&1,0.6&-0.5,14&-6,-1&-3,0.2&-1.0,-1&-7
Nn1c(C2CCCCC2)nc2ccccc2c1=O,100,5,-1,0.0,-2,1.9,-8,8,-0.5,-3
O=C(O)CCC1OC(=O)C(O)=C1c1ccccc1 (stereo not drawn),98,5,2,0.2,1,-0.7,2,1,4.9,-1
COc1ccc(NC(=O)/C=C/c2ccc(F)cc2)cn1,98,0,1,0.3,1,-0.8,2,-1,2.7,-1
CCCn1nc(NS(C)(=O)=O)c2cc3cccc(C)c3nc21,97,9,1,-0.1,0,-1.9,-2,-3,-0.2,0
Cc1cc(NC(=O)C2CC(=O)N(c3ccccc3Cl)C2)no1 (stereo not drawn),103,2,3,0.0,1,-0.9,5,1,0.4,9
CC(=O)NC1CC2CCCC(C1)N2CC(=O)N1CCCc2ccccc21 (stereo not drawn),94,-2,1,-0.1,1,-1.5,4,0,-1.1,-2
CC(=O)C1=CCC(c2ccc(C)cc2)N(S(=O)(=O)c2ccc(C)cc2)C1 (stereo not drawn),101,.,-3,0.4,0,.,-4,-5,1.2,29
O=C(c1ccco1)N1CCN(C2CN(Cc3ccccc3)S(=O)(=O)C2)CC1 (stereo not drawn),94,.,0,-0.3,0,.,-7,0,0.5,-1
CCOc1ccc(S(=O)(=O)N(C)CC(=O)NCc2ccc3c(c2)OCO3)cc1,94,3,7,0.2,-3,-3.1,-4,3,-0.4,2
CCn1cc(C(=O)OCC(=O)NCc2ccccc2Cl)c(=O)c2ccc(C)nc21,97,7,4,-0.3,2,-1.3,-3,0,0.7,0
CSc1ccc(CN2CCC2(C)C(=O)NC2CCN(Cc3ccccc3)CC2)cc1 (stereo not drawn),87,6,6,0.1,-2,-0.9,-5,-9,1.2,-3
